Source: PubChem BioAssay (several laboratories)
RmlCD inh 1536 – inhibitors of Mycobacterium tuberculosis RmlC and RmlD coupled enzymes; AID 1533; inhibition, % at 3.6 µM; P9WH09+P9WH11; hit rate 0.03% among 160,000; RmlC+RmlD coupled enzyme assay, percent inhibition; primary screen in compound mixtures; in the data active = inhibition mostly above about 34%, no sharp cut-off; note: some results filed as inactive read as strong as hits
Target sequence (P9WH09 whole entry, looked up): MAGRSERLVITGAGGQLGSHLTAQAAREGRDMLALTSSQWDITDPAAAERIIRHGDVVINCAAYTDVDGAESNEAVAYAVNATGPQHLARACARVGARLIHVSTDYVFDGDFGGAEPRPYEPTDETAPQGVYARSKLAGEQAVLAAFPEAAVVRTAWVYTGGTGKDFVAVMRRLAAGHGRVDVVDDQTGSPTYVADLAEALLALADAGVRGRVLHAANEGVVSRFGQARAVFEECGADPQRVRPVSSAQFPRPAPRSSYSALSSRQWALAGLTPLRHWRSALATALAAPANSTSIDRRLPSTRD
Target sequence (P9WH11 whole entry, looked up): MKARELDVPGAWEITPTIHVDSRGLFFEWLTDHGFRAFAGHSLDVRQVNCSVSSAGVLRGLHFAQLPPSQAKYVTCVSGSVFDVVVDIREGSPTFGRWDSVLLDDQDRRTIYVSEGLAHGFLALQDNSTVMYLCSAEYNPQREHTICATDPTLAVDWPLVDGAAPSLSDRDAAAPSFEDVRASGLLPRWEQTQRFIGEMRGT
M. tuberculosis GlmU – inhibition of mycobacterial GlmU enzyme – biochemical, glucosamine-1-phosphate acetyltransferase (AID 1376). hit rate 0.25% among 220,000. M. tuberculosis GlmU acetyltransferase enzyme assay; higher % means a stronger effect. inhibition, %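 (tested at 30 µM in the primary screen)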; hits with a dose series show IC50 in µM; in the data active = inhibition above about 13%;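 note: 0% = complete reaction with vehicle and 100% = reaction without substrate; strong numbers were not always called active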
* hit, by the source's call; nt = no result given.

A first look, 27 compounds:
SMILES | RmlCD inh 1536 | M. tuberculosis GlmU
COc1ccc(C(=O)NC(=S)NNC(=O)c2ccc(NC(=O)C(C)C)cc2)cc1 | nt | 3.3%
CC(C)(C)c1ccc(S(=O)(=O)N2CCSC2)cc1 | -6 | 6.9%
Cc1cc(C)n(CCSCC(=O)O)n1 | 13 | 1.3%
O=S(=O)(Nc1ccccc1)c1ccc(Oc2ncc(C(F)(F)F)cc2Cl)cc1 | nt | 6.4%
Cc1ccccc1C(=O)NNC(=O)CN1C(=O)c2ccccc2C1=O | 3 | -1.0%
CCCOP(=O)(c1ccccc1)c1ccccc1 | 5 | 0.1%
CCC(COC(C)=O)Nc1nc2c([nH]1)c(=O)n(C)c(=O)n2C (configuration not stated) | -8 | -0.2%
CCCCN(C(=O)/C=C/c1ccco1)c1c(N)n(Cc2ccccc2)c(=O)[nH]c1=O | -10 | 6.2%
COc1ccc(C2=NCC(CSc3nnc(-c4ccc5c(c4)OCO5)o3)S2)cc1 (configuration not stated) | 25 | -2.7%
O=C(N/N=C/c1ccc(OC(=O)c2ccco2)cc1)c1ccccn1 | 1 | 3.7%
CCOc1ccc(NC(=O)CSCc2cnn(-c3ccccc3)c2-n2cccc2)cc1 | -9 | -1.9%
N#Cc1nc(COc2ccccc2F)oc1N1CCCCCC1 | nt | 4.0%
O=C(/C=C1\SC(=O)N(CC(=O)Nc2ccc(Cl)cc2)C1=O)Nc1ccc(F)cc1 | -7 | 3.2%
O=C1N=C2SCCN2/C1=C\c1c(Cl)cccc1Cl | 6 | -0.8%
O=C(CSc1nnc(Cn2c(=O)sc3ccccc32)n1-c1ccccc1)N1CCOCC1 | nt | 3.8%
CC(=O)NCc1ccc(S(=O)(=O)N/N=C/c2ccc(Br)cc2)cc1 | nt | 3.4%
COc1cc(C2C(C(=O)c3ccc(C)o3)=C(O)C(=O)N2Cc2cccnc2)ccc1O (configuration not stated) | -7 | 2.0%
CCOC(=O)c1c(C)oc2c1c(C=NCCC(=O)O)c(O)c1ccccc12 | 2 | 1.7%
Cc1cc(C)nc(N/N=C/c2cn[nH]c2-c2ccc(F)cc2)n1 | -14 | 7.1%
CC(C)(C)NC(=O)C1N(c2cccnc2)C(=O)C2C(C(=O)Nc3ccccc3)C3(C)C=CC21O3 (configuration not stated) | -8 | -5.1%
O=S(=O)(c1ccc(OCC(O)CN2CCN(c3ccccc3Cl)CC2)cc1)N1CCOCC1 (configuration not stated) | nt | 3.1%
O=C(CN1CCS(=O)(=O)CC1)NNC(=O)C1CCCCC1 | 2 | 2.7%
Cc1ccc(C(=O)COC(=O)C2C3C=CC(C3)C2C(=O)OCC(=O)c2ccc(C)c(C)c2)cc1C (configuration not stated) | -9 | 1.3%
Cc1cc(NS(=O)(=O)c2ccc(NC(=O)c3cc4c(=O)n5ccccc5nc4s3)cc2)nc(C)n1 | -11 | 10%
N#C/C(=C\c1cccc(O)c1)c1nc2ccccc2o1 | -6 | 4.7%
Cc1ccc(NC(=O)CSc2nc3ccccc3c(=O)n2CCCN2CCCCC2)cc1Cl | 40 | -5.7%
CCc1ccc(CN(C)CC(=O)Nc2ccccc2[N+](=O)[O-])cc1 | 13 | -3.3%

All compounds of this part (from the top)
SMILES | RmlCD inh 1536 | M. tuberculosis GlmU
COc1ccc(C(=O)NC(=S)NNC(=O)c2ccc(NC(=O)C(C)C)cc2)cc1 | nt | 3.3%
CC(C)(C)c1ccc(S(=O)(=O)N2CCSC2)cc1 | -6 | 6.9%
Cc1cc(C)n(CCSCC(=O)O)n1 | 13 | 1.3%
O=S(=O)(Nc1ccccc1)c1ccc(Oc2ncc(C(F)(F)F)cc2Cl)cc1 | nt | 6.4%
Cc1ccccc1C(=O)NNC(=O)CN1C(=O)c2ccccc2C1=O | 3 | -1.0%
CCCOP(=O)(c1ccccc1)c1ccccc1 | 5 | 0.1%
CCC(COC(C)=O)Nc1nc2c([nH]1)c(=O)n(C)c(=O)n2C (configuration not stated) | -8 | -0.2%
CCCCN(C(=O)/C=C/c1ccco1)c1c(N)n(Cc2ccccc2)c(=O)[nH]c1=O | -10 | 6.2%
COc1ccc(C2=NCC(CSc3nnc(-c4ccc5c(c4)OCO5)o3)S2)cc1 (configuration not stated) | 25 | -2.7%
O=C(N/N=C/c1ccc(OC(=O)c2ccco2)cc1)c1ccccn1 | 1 | 3.7%
CCOc1ccc(NC(=O)CSCc2cnn(-c3ccccc3)c2-n2cccc2)cc1 | -9 | -1.9%
N#Cc1nc(COc2ccccc2F)oc1N1CCCCCC1 | nt | 4.0%
O=C(/C=C1\SC(=O)N(CC(=O)Nc2ccc(Cl)cc2)C1=O)Nc1ccc(F)cc1 | -7 | 3.2%
O=C1N=C2SCCN2/C1=C\c1c(Cl)cccc1Cl | 6 | -0.8%
O=C(CSc1nnc(Cn2c(=O)sc3ccccc32)n1-c1ccccc1)N1CCOCC1 | nt | 3.8%
CC(=O)NCc1ccc(S(=O)(=O)N/N=C/c2ccc(Br)cc2)cc1 | nt | 3.4%
COc1cc(C2C(C(=O)c3ccc(C)o3)=C(O)C(=O)N2Cc2cccnc2)ccc1O (configuration not stated) | -7 | 2.0%
CCOC(=O)c1c(C)oc2c1c(C=NCCC(=O)O)c(O)c1ccccc12 | 2 | 1.7%
Cc1cc(C)nc(N/N=C/c2cn[nH]c2-c2ccc(F)cc2)n1 | -14 | 7.1%
CC(C)(C)NC(=O)C1N(c2cccnc2)C(=O)C2C(C(=O)Nc3ccccc3)C3(C)C=CC21O3 (configuration not stated) | -8 | -5.1%
O=S(=O)(c1ccc(OCC(O)CN2CCN(c3ccccc3Cl)CC2)cc1)N1CCOCC1 (configuration not stated) | nt | 3.1%
O=C(CN1CCS(=O)(=O)CC1)NNC(=O)C1CCCCC1 | 2 | 2.7%
Cc1ccc(C(=O)COC(=O)C2C3C=CC(C3)C2C(=O)OCC(=O)c2ccc(C)c(C)c2)cc1C (configuration not stated) | -9 | 1.3%
Cc1cc(NS(=O)(=O)c2ccc(NC(=O)c3cc4c(=O)n5ccccc5nc4s3)cc2)nc(C)n1 | -11 | 10%
N#C/C(=C\c1cccc(O)c1)c1nc2ccccc2o1 | -6 | 4.7%
Cc1ccc(NC(=O)CSc2nc3ccccc3c(=O)n2CCCN2CCCCC2)cc1Cl | 40 | -5.7%
CCc1ccc(CN(C)CC(=O)Nc2ccccc2[N+](=O)[O-])cc1 | 13 | -3.3%
CNC(=O)C1CC(=O)N(CCc2ccc(OC)cc2)C(=Nc2ccc(OC)cc2)S1 (configuration not stated) | nt | -1.1%
CC1CCCN(S(=O)(=O)c2ccc(S(=O)(=O)N3CCCN(Cc4ccccc4)C3)cc2)C1 (configuration not stated) | nt | 2.9%
COCCCNS(=O)(=O)c1ccc(Cl)c(C(F)(F)F)c1 | 6 | -4.2%
COc1ccc(CCNC(=O)COc2ccc(N(C)S(=O)(=O)c3ccc(C)cc3)cc2)cc1OC | nt | -5.6%
COCCn1nnnc1C(C(C)C)N(Cc1cccnc1)Cc1cc2cc(OC)ccc2[nH]c1=O (configuration not stated) | -7 | 0.9%
COC(=O)[C@@H]1C[C@@]2(O)[C@H](O)[C@H](O)[C@H](O)C[C@H]2N1Cc1cccc2ccccc12 | nt | -0.5%
Cc1nnc(SCC(=O)NC(C)(C)C)n1C1CCCCC1 | 3 | 1.0%
COc1cccc(-n2c(Cc3cc(=O)[nH]c(=O)[nH]3)nnc2SCc2cccnc2)c1 | -8 | 0.1%
COc1ccc(CC(NC(C)=O)C(=O)NC2CCN(c3c4c(nc5ncnn35)CCC4)CC2)cc1OC (configuration not stated) | nt | -0.1%
NCCCCCc1nnc(SCC(=O)Nc2cccc(Cl)c2)o1 | 29 | -8.4%
CCCSC1=N/C(=C\C=C\c2ccco2)C(=O)S1 | 6 | 9.3%
OC12ONC(c3ccccn3)C1N1CCC2CC1 (configuration not stated) | 9 | -8.6%
COC(=O)c1ccc(SCC(=O)NC2CCCC2)c([N+](=O)[O-])c1 | -7 | -0.5%

(list continues)
smiles	RmlCD inh 1536	M. tuberculosis GlmU
COc1ccc(N=C2SCC(=O)N2c2ccc(OC)cc2)cc1	0	nt
CCOCC(=O)Nc1cc(C(=O)OC)cc(C(=O)OC)c1	8	-3.0%
Cn1c(SCC(=O)N2CCOCC2)nc(O)cc1=O	6	3.7%
Cc1ccc(-c2nnc(SCC(=O)NCC3CCCO3)n2C)cc1 (configuration not stated)	nt	0.7%
CCCNC(=O)C1CNc2ccccc2O1 (configuration not stated)	9	2.1%
C/C=C(\C)C(=O)N[C@@H](C)CN1C2=NC[C@H](C(C)C)N2C[C@H]1Cc1ccc(OC)cc1	nt	-2.7%
CCOC(=O)c1c(C)n(Cc2ccccc2)c2ccc(OCC(O)Cn3nc(C)cc3C)cc12 (configuration not stated)	nt	4.2%
O=C(N/N=C/C(Cl)=C/c1ccccc1)c1ccccn1	7	-0.7%
O=C(COc1ccccc1)Nc1nnc(-c2ccco2)o1	nt	5.7%
Cc1onc(-c2c(Cl)cccc2Cl)c1C(=O)NNc1ccccc1	-25	-0.2%
Nc1ccc(N2CCOCC2)c(Cl)c1	nt	-2.8%
CN(Cc1ccccc1)S(=O)(=O)c1cccc2cccnc12	-5	7.3%
Cc1c(NC(=O)C(C)OC(=O)COc2cccc3c2OC(C)(C)C3)c(=O)n(-c2ccccc2)n1C (configuration not stated)	9	3.0%
Cc1onc(-c2ccccc2Cl)c1C(=O)NCC(=O)O	-13	3.5%
CCCCC(=O)Nc1cccc(NC(=O)c2ccc(Br)cc2)c1	-8	1.1%
CN(C)/C=C(\C#N)C(N)=C(C#N)C#N	0	1.1%
O=C(CCCOc1ccccc1)Nc1cccc(C(=O)O)c1	-9	3.5%
O=C(COC(=O)/C=C/c1cccs1)Nc1nc(-c2cccc(Br)c2)cs1	nt	3.5%
Cc1cc(C(=O)N/N=C/C=C/c2ccc3c(c2)OCO3)n[nH]1	7	1.9%
COCCNC(=O)Nc1ccc2c(c1)N(C)C(=O)CS2	1	-4.5%
CCOC(=O)NC(Nc1ccc(C)cn1)(C(F)(F)F)C(F)(F)F	22	-4.0%
Cc1nn(-c2ccccn2)c2c1C(c1ccccn1)C1=C(CCCC1=O)N2 (configuration not stated)	0	0.7%
CC1(C)CCCC2=C1CC1C(=O)N(O)C(=O)C1C2 (configuration not stated)	20	-0.9%
CCc1ccc(-c2cc(C(=O)NN3CCOCC3)c3ccccc3n2)s1	-4	-7.6%
CNCC(=O)Nc1ccc(OC(F)(F)F)cc1	nt	5.1%
O=C(Nc1ccc(C(F)(F)F)cc1Cl)c1ccc(Cn2cc(Br)cn2)o1	-11	2.1%
CCCn1c(C(=O)c2ccccc2)nc2ccccc21	2	4.6%
CCc1ccc(NC(=O)CSc2nc(NS(=O)(=O)c3ccccc3)cc(=O)[nH]2)cc1	11	0.6%

The list is partial (hit frequency here may not be typical).
